PLCg1 inh: blocks human PLC-gamma1 enzyme activity. P19174. purified PLC-gamma1, fluorogenic substrate, fluorescence. inhibition, % at 12.2 µM. 370,000 compounds, 0.84% hits; in the data active = inhibition above about 9.5%
NR1D1 modulator: modulators of human Rev-erb alpha DNA binding | P20393 | AID 1259318 | activity, % at 10 µM | Rev-erbα–FITC-DNA binding, fluorescence polarization, 90 min | 370,000 compounds, 0.79% hits;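 active = activity above about 14%, limit read from the data; passing the limit was not always enough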;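 note: 0% = DMSO wells with 35 nM protein and 100% = DMSO wells with 750 nM protein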
ssDAF-12 act: S. stercoralis DAF-12 activation, primary screen. HEK293 ssDAF-12/GRIP1 lit1-tk-luc reporter, luminescence; % of 3 µM dafachronic acid response. activation, % at 6.8 µM. 370,000 compounds, 1% hits. AID 652126;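 active = activation above the mean over all tested compounds plus 3 SD, cut at about 0.9% in these data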;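 note: 0% = DMSO-only wells and 100% = 3 µM delta7-dafachronic acid wells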
SMARCA2 activ: increases SMARCA2 function in MMTV reporter cells; MG213 cells, MMTV-luciferase reporter, dexamethasone, overnight; AID 652017; 370,000 compounds, 1% hits; activation, % at 9.1 µM; in the data active = activation above about 7.8%;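 note: 0% = vehicle wells and 100% = reference activator wells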
DAX1 inh-1: NR0B1 (DAX1) inhibition; P51843; HEK293 Gal4-DAX1 luciferase reporter, luminescence; inhibition, % at 6.75 µM; 340,000 compounds, 0.99% hits; AID 504766;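 active = inhibition above the mean over all tested compounds plus 3 SD, cut at about 4.2% in these data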;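 note: 0% = DAX1-transfected cells with DMSO and 100% = empty-vector control cells with DMSO; inhibition shows as a rise in luminescence from relieved DAX1 repression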
Target sequence (P51843 207-470 limits assumed): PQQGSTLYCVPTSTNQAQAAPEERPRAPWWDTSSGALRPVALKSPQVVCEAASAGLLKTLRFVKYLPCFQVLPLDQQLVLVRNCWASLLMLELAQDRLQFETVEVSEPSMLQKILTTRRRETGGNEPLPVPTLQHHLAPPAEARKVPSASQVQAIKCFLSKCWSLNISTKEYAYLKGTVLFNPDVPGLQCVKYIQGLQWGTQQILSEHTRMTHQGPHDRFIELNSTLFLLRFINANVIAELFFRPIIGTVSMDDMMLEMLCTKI
PLC-beta3 inh: PLC-beta3 (human) inhibition, primary screen. Purified PLC-beta3, fluorogenic substrate, fluorescence. Q01970. inhibition, % at 12.2 µM. 370,000 compounds, 0.18% hits; in the data active = inhibition above about 11%;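 note: 0% = median of compound wells on plate and 100% = full blocker control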
hgDAF12 agonist: agonists of H. glycines DAF-12 nuclear receptor | 370,000 compounds, 1.8% hits | AID 687014 | HEK293 GAL4-hgDAF12 UAS-luciferase reporter, agonist luminescence; normalized to butyrate control | activation, % at 6.8 µM;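 active = activation above a cutoff set at the mean of all screened compounds plus 3 SD, cut at about 10% in these data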;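 note: 0% = DMSO wells and 100% = sodium butyrate wells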
hcDAF12 agonist: activates DAF-12 receptor from parasite H. contortus. HEK293 hcDAF-12 lit1-tk-luc reporter, luminescence; 0% DMSO, 100% Δ7-dafachronic acid. activation, % at 6.8 µM. 370,000 compounds, 1.4% hits;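 active = activation above the mean of all tested compounds plus 3 SD, cut at about 5.5% in these data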;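 note: 100% = response to 3 µM Δ7-dafachronic acid high control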
DAX1 inh-2: blocks DAX1 repression of SF-1 activated StAR promoter; inhibition, % at 6.8 µM; 370,000 compounds, 1.1% hits; HEK293T StAR-luciferase reporter, SF-1/DAX-1 repression relief; AID 652010;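 active = inhibition above the mean over all tested compounds plus 3 SD, cut at about 3.6% in these data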;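 note: 0% = DAX-1 cells with DMSO and 100% = cells lacking DAX-1 with DMSO; higher inhibition means more luminescence from relief of DAX-1 repression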
ADAM17 inh: ADAM17 inhibition, QFRET primary screen | inhibition, % at 6.95 µM | 370,000 compounds, 0.83% hits | recombinant ADAM17, EDANS/DABCYL FRET peptide cleavage | AID 720648;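 active = inhibition above the mean of compounds lying between control limits plus 3 SD, set per campaign, cut at about 8.5% in these data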;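 note: 0% = DMSO-only wells as the low control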
Target sequence (P78536 215-824 limits assumed): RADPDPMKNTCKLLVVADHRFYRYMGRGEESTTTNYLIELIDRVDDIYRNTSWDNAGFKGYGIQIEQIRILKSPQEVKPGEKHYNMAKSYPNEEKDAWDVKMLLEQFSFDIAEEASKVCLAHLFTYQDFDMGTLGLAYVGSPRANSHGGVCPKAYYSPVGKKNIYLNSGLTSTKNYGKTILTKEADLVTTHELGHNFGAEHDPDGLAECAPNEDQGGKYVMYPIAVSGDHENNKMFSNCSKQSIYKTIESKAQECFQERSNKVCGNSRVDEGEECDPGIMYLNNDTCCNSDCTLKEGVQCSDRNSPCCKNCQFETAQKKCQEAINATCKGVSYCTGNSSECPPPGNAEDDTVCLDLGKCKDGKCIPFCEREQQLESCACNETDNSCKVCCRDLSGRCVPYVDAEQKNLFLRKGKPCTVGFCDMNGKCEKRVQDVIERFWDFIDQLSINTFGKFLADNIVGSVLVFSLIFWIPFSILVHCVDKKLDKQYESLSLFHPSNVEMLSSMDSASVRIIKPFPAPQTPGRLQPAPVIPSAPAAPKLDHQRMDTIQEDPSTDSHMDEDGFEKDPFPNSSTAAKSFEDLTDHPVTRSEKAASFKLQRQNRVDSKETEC
MBD2 DNA inh: blocks human MBD2 binding to methylated DNA | TR-FRET, MBD2 binding to methylated oligonucleotide | inhibition, % at 4.4 µM | 370,000 compounds, 0.31% hits; in the data active = inhibition above about 13%
* marks the source's active call; other numbers are inactive results; i = inactive; / = not tested or not shown.

Each structure is followed by: ssDAF-12 act | ADAM17 inh | NR1D1 modulator | DAX1 inh-1 | hgDAF12 agonist | PLCg1 inh | DAX1 inh-2 | hcDAF12 agonist | SMARCA2 activ | MBD2 DNA inh | PLC-beta3 inh
[1] COc1ccc(Cc2nc3ccccc3n2CC(=O)N/N=C/c2ccc(O)cc2)cc1OC
  -1.9 | -1 | -3 | -0.4 | 8.8 | -2 | -0.2 | -0.7 | 2 | 1 | 1
[2] Cc1ccnc(N2C(=O)c3ccccc3C2Nc2ccc3c(c2)OCCO3)c1 (stereo not given)
  -0.7 | 2 | 1 | 1.9 | 5.9 | 2 | 1.6 | -0.8 | 2 | 0 | 3
[3] O=C(C1CCCN(Cc2ccccc2F)C1)N1CCCC1 (stereo not given)
  -1.3 | 2 | 4 | 0.9 | 1.7 | 3 | 0.1 | -1.3 | -2 | -3 | -4
[4] O=C(CCNS(=O)(=O)c1ccc(Br)cc1)NCCc1ccccc1
  -1.2 | -1 | 4 | 1.1 | 1.3 | -1 | -0.3 | -0.1 | -1 | 3 | -11
[5] CC(C(=O)O)N1C(=O)c2cccc3cccc1c23 (stereo not given)
  -0.7 | -8 | -1 | 2.0 | -0.1 | -267 | -0.2 | 2.5 | 0 | -2 | -328
[6] CSc1nc(C)cc(NC(N)=O)n1
  -1.2 | -2 | 3 | 0.7 | -0.9 | 4 | 0.2 | 0.0 | 1 | -4 | 3
[7] CC1(c2ccc3c(c2)OCCO3)NC(=O)N(CC(=O)Nc2ccccc2)C1=O (stereo not given)
  -0.8 | -3 | 9 | 2.0 | -1.9 | -1 | -0.2 | -0.6 | -4 | 5 | 0
[8] O=C(Nc1cc(Cl)ccc1Oc1ccccc1)c1cnccn1
  -0.8 | -4 | 4 | 1.2 | -3.3 | 1 | 0.1 | 0.5 | 0 | 3 | 0
[9] Cc1c(Cc2ccccc2)c(=O)oc2c(C)c(OCC(=O)N[C@@H](Cc3ccccc3)C(=O)O)ccc12
  -0.3 | -68 | -11 | 0.3 | -0.7 | -12 | -0.6 | -2.5 | 1 | 4 | -17
[10] CCOC(=O)CNC(=O)Cn1cnc2sc(C)c(S(=O)(=O)N3CCOCC3)c2c1=O
  -1.2 | -1 | 0 | -0.5 | -2.5 | -1 | 0.3 | 0.1 | -1 | 2 | -2
[11] Cc1csc(NC(=O)c2ccc(=O)[nH]c2)n1
  0.1 | -5 | 5 | -0.8 | 0.7 | -6 | 0.0 | 0.0 | -1 | -1 | -3
[12] Cc1ccc2c(CNCc3ccccc3)cc(=O)oc2c1
  -1.6 | 0 | 5 | -0.6 | 6.0 | -14 | -1.2 | -1.2 | 0 | 11 | -27
[13] COC(=O)C1=CN(CCCN2CCCC2=O)C=C(C(=O)OC)C1c1ccccc1C(F)(F)F
  -1.7 | i | 2 | 1.7 | 2.0 | i | -0.7 | -1.9 | 6 | 2 | i
[14] O=C(NC(Cc1ccc2c(c1)OCO2)C(=O)N1CCCC1C(=O)O)c1ccccc1 (stereo not given)
  -0.5 | -2 | -6 | -0.1 | -0.5 | 0 | -0.8 | -1.6 | 3 | 1 | 1
[15] CC1Sc2ccc(C(=O)N(CCc3ccccc3)Cc3ccccc3)cc2NC1=O (stereo not given)
  -1.5 | 4 | -3 | -0.7 | 2.9 | 1 | -0.5 | -1.9 | 2 | -2 | 1
[16] COc1ccc(C(=O)Nc2ccc(N3CCOCC3)cc2)cc1OC
  -1.0 | 3 | -3 | -0.5 | 2.0 | 2 | -0.8 | -1.5 | 1 | -3 | -1
[17] O=C(NC(=S)NNC(=O)c1ccccc1O)c1ccc([N+](=O)[O-])cc1
  -0.7 | -3 | -5 | -1.1 | 1.3 | 2 | 0.4 | 1.4 | 0 | -6 | -7
[18] Cc1nc2nc(C)c(CCC(=O)O)c(C)n2n1
  -1.1 | -6 | 1 | 0.2 | 2.0 | -1 | 0.7 | 0.4 | -2 | 5 | -1
[19] O=C(CCC1CCCN(Cc2ccc(O)c(Cl)c2)C1)NCc1ccccc1F (stereo not given)
  -0.6 | -3 | -1 | -1.5 | -5.0 | 0 | 0.4 | -0.1 | -3 | -6 | -1
[20] O=C(CSc1cn[nH]n1)Nc1ccccc1F
  -1.2 | -3 | -7 | -1.3 | 1.1 | 0 | 0.9 | -1.3 | 1 | 1 | 0
[21] CC(=O)Nc1cccc(N/C=C(\C=O)c2nc3ccccc3o2)c1
  1.0* | -106 | 7 | 2.0 | 6.9 | -94 | 0.9 | 9.6* | 2 | -6 | -103
[22] COCCCNC(=S)N(CCCO)Cc1cc2cc3c(cc2[nH]c1=O)OCO3
  -0.2 | -91 | -5 | -1.4 | -1.4 | -38 | 0.3 | 0.5 | -2 | -6 | -63
[23] CCCC[C@@H]1C(=O)N2N=Cc3cscc3[C@H]2N2N=Cc3cscc3[C@@H]12
  -0.6 | -1 | 1 | / | 4.7 | -1 | 0.2 | -1.2 | -1 | -1 | -4
[24] CC1(C)CC(=O)C=C(NCCc2c[nH]c3ccccc23)C1
  -0.2 | -1 | 2 | / | 1.1 | 0 | -0.2 | 0.3 | -4 | 2 | -5
[25] O=C(CSc1nnc(CCc2ccccc2)n1-c1ccc(Cl)cc1)NCc1ccccc1
  -1.5 | 4 | 1 | 0.6 | -3.1 | 1 | -1.6 | 0.1 | -4 | 3 | 5
[26] CC(C)Cc1nnc(NC(=O)CCC(=O)Nc2ccccc2)s1
  -0.8 | -1 | -6 | 0.2 | 5.6 | -3 | 3.6* | -0.3 | -2 | 3 | -3
[27] COc1ccc(OC)c(NC(=O)CN2C(=O)c3ccccc3S2(=O)=O)c1
  -1.9 | -4 | 6 | -1.0 | 0.0 | -5 | -0.3 | -2.0 | -3 | 2 | 2
[28] O=C(Cn1cncn1)N/N=C/c1cc([N+](=O)[O-])ccc1O
  -1.6 | -2 | -1 | 1.0 | -2.0 | -5 | 0.3 | -0.3 | 3 | 1 | -10
[29] COC(=O)C(NC(=O)c1ccccc1)=C1CCCCC1
  -0.9 | -4 | 1 | 0.5 | -1.2 | 1 | -0.1 | 0.1 | 1 | 0 | 1
[30] CCOC(=O)C1=C(CS(=O)(=O)c2ccc(F)c(C)c2)NC(=O)NC1c1ccc(O)c(O)c1 (stereo not given)
  -0.5 | 4 | -6 | -0.2 | 1.5 | 2 | -0.2 | -1.2 | -2 | -5 | 4

Overlap with the part before: 3 compounds; new compounds follow.
Each structure is followed by: ssDAF-12 act | ADAM17 inh | NR1D1 modulator | DAX1 inh-1 | hgDAF12 agonist | PLCg1 inh | DAX1 inh-2 | hcDAF12 agonist | SMARCA2 activ | MBD2 DNA inh | PLC-beta3 inh
[28] O=C(Cn1cncn1)N/N=C/c1cc([N+](=O)[O-])ccc1O
  -1.6 | -2 | -1 | 1.0 | -2.0 | -5 | 0.3 | -0.3 | 3 | 1 | -10
[29] COC(=O)C(NC(=O)c1ccccc1)=C1CCCCC1
  -0.9 | -4 | 1 | 0.5 | -1.2 | 1 | -0.1 | 0.1 | 1 | 0 | 1
[30] CCOC(=O)C1=C(CS(=O)(=O)c2ccc(F)c(C)c2)NC(=O)NC1c1ccc(O)c(O)c1 (stereo not given)
  -0.5 | 4 | -6 | -0.2 | 1.5 | 2 | -0.2 | -1.2 | -2 | -5 | 4
[31] COc1ccc(C(=O)CN2CCN(c3cc(C)nc4ccccc34)CC2)cc1
  -2.0 | 0 | 1 | / | -3.5 | -11 | -0.6 | -0.9 | -4 | -4 | -19
[32] O=S(=O)(/C=C/c1ccccc1)Oc1ccccc1
  -0.7 | 2 | 0 | -1.5 | -1.8 | 8 | -1.3 | -1.6 | 0 | 9 | 1
[33] COc1ccc(NC(=O)c2sc(=S)[nH]c2N)cc1
  0.5 | 4 | 4 | 1.4 | 2.0 | 2 | 1.7 | 2.0 | 0 | -4 | 0
[34] COc1ccc(NC(=O)C[C@H]2C(=O)N(CCc3ccccc3)C[C@@H]2Cc2ccccc2)cc1
  -0.8 | 2 | -4 | 0.7 | 0.6 | 3 | -0.5 | -0.7 | -7 | -3 | 3
[35] O=C(C1COc2ccccc2O1)N1CCN(c2ccc(C(F)(F)F)cn2)CC1 (stereo not given)
  -0.8 | -1 | -3 | -0.8 | -2.0 | -7 | 0.1 | -1.1 | -2 | 0 | -11
[36] CCCCn1c(C(C)O)nc2ccccc21 (stereo not given)
  -1.0 | -3 | -3 | 0.0 | 0.9 | -1 | -0.6 | -1.8 | -2 | -3 | -1
[37] CCCS(=O)(=O)NC(=O)C1(C)CCCN(C(=O)c2ccccc2F)C1 (stereo not given)
  -1.2 | -4 | 1 | / | 2.0 | 1 | 0.6 | -0.2 | -5 | 2 | 0
[38] O=C(NC(=S)NC1CCCCCC1)c1cncc(Br)c1
  -0.8 | 0 | 1 | 0.6 | 11* | 3 | 1.9 | 1.8 | 3 | 5 | -3
[39] CCOC(=O)c1cc2ccc3ccccc3c2oc1=O
  -1.3 | i | -5 | 1.8 | 2.2 | i | -0.3 | -1.3 | 0 | -8 | i
[40] O=C(C1CC(=O)N(c2ccc(F)cc2)C1)N1CCOCC1 (stereo not given)
  -0.6 | -3 | -2 | -0.8 | -1.7 | -2 | 0.2 | -1.4 | -3 | 1 | -4

3 of the compounds above, field by field.
[33] COc1ccc(NC(=O)c2sc(=S)[nH]c2N)cc1
- ssDAF-12 act = 0.5
- ADAM17 inh = 4
- NR1D1 modulator = 4
- DAX1 inh-1 = 1.4
- hgDAF12 agonist = 2.0
- PLCg1 inh = 2
- DAX1 inh-2 = 1.7
- hcDAF12 agonist = 2.0
- SMARCA2 activ = 0
- MBD2 DNA inh = -4
- PLC-beta3 inh = 0
[38] O=C(NC(=S)NC1CCCCCC1)c1cncc(Br)c1
- ssDAF-12 act = -0.8
- ADAM17 inh = 0
- NR1D1 modulator = 1
- DAX1 inh-1 = 0.6
- hgDAF12 agonist = 11*
- PLCg1 inh = 3
- DAX1 inh-2 = 1.9
- hcDAF12 agonist = 1.8
- SMARCA2 activ = 3
- MBD2 DNA inh = 5
- PLC-beta3 inh = -3
[34] COc1ccc(NC(=O)C[C@H]2C(=O)N(CCc3ccccc3)C[C@@H]2Cc2ccccc2)cc1
- ssDAF-12 act = -0.8
- ADAM17 inh = 2
- NR1D1 modulator = -4
- DAX1 inh-1 = 0.7
- hgDAF12 agonist = 0.6
- PLCg1 inh = 3
- DAX1 inh-2 = -0.5
- hcDAF12 agonist = -0.7
- SMARCA2 activ = -7
- MBD2 DNA inh = -3
- PLC-beta3 inh = 3
